Screening data deposited in PubChem by several laboratories.
TROY signal inh = blocks TROY-dependent signaling in reporter cells | inhibition, % at 10 µM | Q293 LMP1-TROYcd NF-kB luciferase reporter, 4 h | actives 0.98% (n = 360,000);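 active = compounds whose plate-normalised and pattern-corrected inhibition of the luciferase reporter signal at the single screening dose is 50% or more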
COUP-TFII inh = blocks human COUP-TFII nuclear receptor; P24468; actives 0.7% (n = 370,000); HEK293T NGFI-A luciferase reporter, luminescence; inhibition, % at 8.6 µM;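 active = inhibition above a per-plate cutoff, mean inhibition of test wells between control levels plus 3 SD, cut at about 38% in these data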;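 also: cells cotransfected with COUP-TFII expression vector driving the NGFI-A reporter; 0% = median of COUP-TF2 test wells and 100% = reporter-only cells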
NOD2 RIPK2 PPI = inhibitors of human NOD2-RIPK2 interaction | CHO BLA complementation NOD2-RIPK2, CCF4 ratio | inhibition, % at 4.98 µM | AID 624267 | actives 0.38% (n = 360,000); in the data active = inhibition above about 21%;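 also: 0% = vehicle only and 100% = reference blocker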
NCOA1 inh = inhibitors of human steroid receptor coactivator 1 (SRC1); inhibition, % at 3.6 µM; actives 0.12% (n = 360,000); HEK293 GAL4-SRC1 luciferase reporter, luminescence; Q15788;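 active = inhibition above the campaign mean plus 3 SD, with each screening campaign given its own cutoff, cut at about 60% in these data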;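 also: 0% = DMSO treated cells and 100% = gossypol at 36 µM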
TLR9-MyD88 inh = inhibitors of human TLR9-MyD88 binding; AID 504734; actives 0.21% (n = 340,000); inhibition, % at 4.98 µM; CHO BLA complementation TLR9-MyD88, CCF4 FRET ratio; Q9NR96+Q99836;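 active = inhibition above the mean over all tested compounds plus 3 SD, cut at about 21% in these data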;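 also: 0% = DMSO only wells and 100% = clavulanate BLA inhibitor control wells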
EBV LMP1 NFkB = reduces LMP1-driven NF-kappaB luciferase signal; LMP1-induced NF-kappaB luciferase reporter cells, luminescence; inhibition, % at 12.5 µM; actives 0.69% (n = 350,000); AID 504558; in the data active = inhibition above about 41%;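 also: 0% = neutral control wells and 100% = reference inhibitor control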
NCOA2 inhibitor = human SRC2 (NCOA2) inhibition | HEK293 GAL4-SRC2 luciferase reporter, luminescence | inhibition, % at 9 µM | actives 0.17% (n = 370,000);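 active = inhibition above the mean inhibition of all tested compounds plus 3 SD, set per campaign, cut at about 52% in these data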;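 also: 0% = DMSO treated cells and 100% = cells given Gossypol at 36 µM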
SRC3 inh = inhibitors of human steroid receptor coactivator 3 (SRC3). Q9Y6Q9. HEK293 GAL4-SRC3 luciferase reporter, luminescence. inhibition, % at 3.6 µM. actives 0.17% (n = 360,000);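 active = inhibition above a per-campaign cutoff, the mean of all compounds plus 3 SD, cut at about 60% in these data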;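 also: 0% = DMSO-treated cells and 100% = gossypol-treated cells at 36 µM; higher means less SRC3-driven luciferase light from the GAL4 reporter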
NR5A2 inv ag = suppresses constitutive activity of human LRH-1; actives 0.13% (n = 360,000); HEK293T StAR-luciferase reporter, LRH-1 transfected, 24 h; O00482; inhibition, % at 3.6 µM; AID 602396;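 active = inhibition above the mean inhibition of all tested compounds plus 3 SD, cut at about 73% in these data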;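 also: 0% = DMSO wells and 100% = reporter-only cells lacking LRH-1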
TWEAK-Fn14 inh = inhibitors of TWEAK-Fn14 interaction signaling. TWEAK-stimulated Fn14 reporter cells, luciferase luminescence, 8 h. inhibition, % at 10 µM. actives 2% (n = 360,000). AID 1159606; in the data active = inhibition above about 50%
TRAIL sens C8 = caspase-8 TRAIL sensitization; NB7+C8 cells + TRAIL, ATPlite viability luminescence; inhibition (viability loss, TRAIL sensitization), % at 10 µM; actives 1% (n = 360,000); AID 624354;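 active = compounds causing at least 50% loss of cell viability in the single-dose screen, relative to plate controls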
An asterisk follows results filed as active; . = no result given. An excerpt, so the mix of outcomes need not match the whole.

SMILES	TROY signal inh	COUP-TFII inh	NOD2 RIPK2 PPI	NCOA1 inh	TLR9-MyD88 inh	EBV LMP1 NFkB	NCOA2 inhibitor	SRC3 inh	NR5A2 inv ag	TWEAK-Fn14 inh	TRAIL sens C8
COc1cc(/C=C/C(=O)O)cc(S(=O)(=O)Nc2cccc(SC)c2)c1OC	27	0	-6	-11	-2	-3	-32	7	4	23	7
Cc1n[nH]c(=O)c2c(NC(=O)CSc3cc(Cl)ccc3Cl)oc(C)c12	9	-15	-9	-2	-5	-15	-12	10	7	-3	2
O=C(NCCCn1ccnc1)c1ccc(C(F)(F)F)cc1	8	9	1	-18	5	2	1	4	-7	-4	-1
CC(=O)c1cccc(NC(=O)C2CCCN(S(=O)(=O)c3ccc(F)cc3)C2)c1 (stereo unspecified)	.	11	-7	6	5	6	11	6	22	2	3
CCC(=O)N1c2ccccc2-c2nnc(SC)nc2OC1c1ccc(N(C)C)cc1 (stereo unspecified)	-9	-6	-5	7	-2	-5	13	18	-3	1	1
COc1cccc(CNC(=O)c2ccccc2-c2ccccc2C(=O)O)c1	4	7	-5	12	-6	-35	9	0	1	8	-14
COc1ccc(CN(Cc2cc3cc4c(cc3[nH]c2=O)OCO4)C(=O)NC2CCCCC2)cc1	7	6	-7	-35	3	-11	2	2	-2	-25	-11
COc1ccc(C(=O)NCc2nnc(SCC(=O)NCc3ccco3)o2)cc1OC	-3	17	9	-6	10	4	17	13	1	-8	-11
CC(C)[C@H](NC(=O)c1ccco1)C(=O)N(C)Cc1c(F)cccc1Cl	-14	-17	-4	18	-9	-3	-22	-7	4	4	-7
CCc1cc(C(=O)Nc2ccc(OC)nc2)sc1C	-61	-31	-4	-78	-4	-7	-7	-41	-43	-14	27
NC(=O)c1nc(C(=O)N2CCN(c3ccccc3)CC2)c2ccccc2n1	0	-12	6	4	7	-5	-16	2	12	6	-15
COc1ccc(NC(=O)Nc2nc3ccccc3s2)cc1	-26	-37	-16	-112	-3	-32	-69	-59	-133	-22	9
CCC1(c2ccc(F)cc2)NC(=O)N(CC(=O)NCc2ccc(C)cc2)C1=O (stereo unspecified)	4	9	-5	-21	-4	5	-31	3	3	-18	-8
N/C(=N\O)c1ccccc1-n1cccc1	12	-4	0	-7	-5	-8	-15	3	9	40	-2
COc1ccc(CN(CC2CCCO2)C(=O)c2cc3ccccc3oc2=O)cc1 (stereo unspecified)	-16	-4	-2	-14	-8	0	9	1	-4	5	-3
CN(Cc1ccccc1)CC(O)COc1ccc(CNCc2cc3ccccc3s2)cc1 (stereo unspecified)	-5	22	4	0	-11	-7	0	7	10	-11	-3
Cc1cccc(N2CCN(Cc3nc(-c4cccc(Cl)c4)oc3C)CC2)n1	2	0	6	0	6	6	19	-4	4	-10	-5
OC(C#Cc1ccccn1)c1cccs1 (stereo unspecified)	20	-16	4	-45	-2	9	-31	-29	-4	-10	2
COc1cc(/C=C/C(=O)OCC(=O)NCCc2ccc(F)cc2)ccc1OC(F)F	16	10	-12	3	-3	-3	9	11	24	-11	3
Cc1cc(C(=O)N2CC(C)CC(C)C2)n(-c2ccccc2)n1 (stereo unspecified)	6	4	-22	-11	-4	0	30	3	-12	-9	-15
COc1ccc(OCCCC(=O)Nc2cc(S(=O)(=O)N3CCCCC3)ccc2OC)cc1	-9	0	-3	-4	-9	-3	8	-16	15	1	-13
O=C(OCc1nnc(-c2ccccc2)o1)c1ccc(-n2cnnn2)cc1	10	-10	1	7	5	-1	5	-8	1	2	13
O=C(Nc1ccccc1)N1CCCN(c2c(Cl)cncc2Cl)CC1	14	6	-11	1	1	9	12	7	-15	3	-16
C[C@H](NC(=O)c1nc[nH]c1C(=O)N[C@@H](C)C(=O)OC(C)(C)C)C(=O)OC(C)(C)C	0	-4	-12	2	6	0	-13	4	7	-6	-18
CCN(Cc1cnn(C)c1)C(=O)c1cc(COc2ccc3c(c2)CCCC3)on1	8	-52	0	-23	3	-18	6	-29	-55	-2	3

Continued.
SMILES	TROY signal inh	COUP-TFII inh	NOD2 RIPK2 PPI	NCOA1 inh	TLR9-MyD88 inh	EBV LMP1 NFkB	NCOA2 inhibitor	SRC3 inh	NR5A2 inv ag	TWEAK-Fn14 inh	TRAIL sens C8
CCN(CCCn1c(=S)[nH]c2ncccc2c1=O)c1ccccc1	3	4	3	1	1	-2	-24	-11	2	1	2
CC(C)Oc1ccc(Br)cc1/C=N\NC(N)=S	16	8	-6	15	1	-7	2	23	33	6	4
CC(C(=O)Nc1ccccc1)N(C)CCOc1ccc(Br)cc1 (stereo unspecified)	8	7	10	16	3	-6	3	22	9	7	19
COCCCNC(=O)CS(=O)(=O)Cc1nc(-c2cccc(OC)c2)oc1C	-7	-1	-1	-5	-4	-16	8	-4	-9	-3	8
Cc1cc(C)nc(OC(C(=O)O)C(OCC(C)C)(c2ccccc2)c2ccccc2)n1 (stereo unspecified)	-2	11	-11	-39	-2	0	-14	17	24	21	7
O=C(Nc1ccccc1)c1ccc(F)c(S(=O)(=O)N2CCOCC2)c1	-5	-2	-1	-3	-9	1	-61	7	-18	1	-6
Oc1ccccc1C(=S)N1CCCCCC1	0	13	4	1	-6	-3	7	11	-15	0	-8
CCC(=O)Nc1ccc(OC)cc1OC	10	-4	5	1	1	-7	-17	4	0	-2	9
Cc1ccc(CNC(=O)CN(C)S(=O)(=O)c2cccc3cccnc23)cc1	-2	-4	0	-3	14	0	-21	-10	14	-12	0
Clc1cccc(Cl)c1CSc1nnc([C@@H]2CCCN2)o1	-7	-4	8	-3	1	5	-15	-2	-5	2	-14
COc1cc(CCC(=O)Nc2cccc(S(=O)(=O)N(C)C)c2)cc(OC)c1OC	7	11	-6	10	-4	8	-26	24	-7	-15	3
O=C(Nc1cccnc1Cl)c1cc(-c2ccc(Br)cc2)on1	-24	-10	7	-3	-8	-4	8	11	14	-16	-9
Cc1ccc(Cn2cccc2C2=NC(C)CO2)cc1 (stereo unspecified)	-14	-2	5	-34	-3	11	11	10	10	-43	-10
COc1ccc(C2CC(c3ccccc3OC(C)=O)=NN2C(C)=O)cc1 (stereo unspecified)	-25	-1	3	-32	2	-13	-60	-8	-43	-32	0
COc1ccc(NC(=O)/C=C/c2ccc(F)cc2)cn1	-25	-20	-4	-43	-5	-4	-64	-27	-86	-4	22
C/C(=N\NC(=O)CCC(=O)Nc1ccccc1)c1cccs1	-1	-8	3	-19	-15	7	-27	0	-6	-26	-12
COc1ccc(C(=O)Nc2ccccn2)cc1S(=O)(=O)N1CCOCC1	8	6	-1	-8	1	7	-7	0	8	5	8
Cc1ccc(NC(=O)c2ncn(CCCNCC3CCCCC3)n2)cc1C	-16	2	11	-2	-10	-17	-49	8	15	-1	9
COCCN(C(=O)CNC(=O)c1ccco1)C(C(=O)NC1CCCCC1)c1cccc(OC)c1 (stereo unspecified)	12	-6	10	-5	7	5	8	14	1	-5	3
Cc1ccc(OCC(=O)Nc2ccc(S(=O)(=O)N3CCCCC3)cc2)c([N+](=O)[O-])n1	14	9	2	5	6	-5	6	0	8	5	1
CC(C)(C)c1ccc(C2C3=C(CCCC3=O)NC3=C2C(=O)c2ccccc23)cc1 (stereo unspecified)	9	6	-11	2	-1	-18	17	1	14	-5	-19
COC(=O)CC1Sc2ccccc2NC1=O (stereo unspecified)	1	-15	-2	-6	0	1	-19	16	0	-8	-7
COc1ccc(Cl)cc1NS(=O)(=O)c1cccc2cccnc12	-9	21	-4	-23	-11	-7	8	-19	16	28	12
O=C(C[n+]1ccc(-c2cc(C(=O)Nc3cccc(C(F)(F)F)c3)c3ccccc3n2)cc1)c1cccc([N+](=O)[O-])c1	3	-14	-8	-6	1	-1	12	9	-16	-32	27
Cc1cc(NS(=O)(=O)c2ccc(NC(=O)CCCC(=O)O)cc2)nc(C)n1	1	-11	-14	-10	3	4	-5	3	-14	16	-10

Continued:
SMILES	TROY signal inh	COUP-TFII inh	NOD2 RIPK2 PPI	NCOA1 inh	TLR9-MyD88 inh	EBV LMP1 NFkB	NCOA2 inhibitor	SRC3 inh	NR5A2 inv ag	TWEAK-Fn14 inh	TRAIL sens C8
Cc1nc(S(=O)(=O)N(C)c2ccccc2)c(C#N)c(C)c1Cl	14	15	1	18	-10	19	54*	31	14	48	1
C=CCn1c(COc2ccccc2)nc2ccccc21	-46	-3	8	-49	2	-15	-21	-7	-32	-16	-6
O=C(NCc1ccc(OC(F)(F)F)cc1)C1CC2Cn3c(nc4ccccc43)C2N1c1ccccc1 (stereo unspecified)	1	22	-6	1	0	1	12	-1	-7	3	0
O=c1c2ccccc2ncn1-c1ccc(Cl)cc1Cl	12	13	-7	17	.	.	-15	-7	5	-8	-9
CNC(=O)N(O)C1N(C)C(=O)N(Cc2ccccc2)C1(C)C (stereo unspecified)	-23	-11	-1	5	-5	-2	2	2	4	-2	-3
O=C(NCCOc1ccc(Cl)cc1)C1CC(=O)N(c2ccc(F)cc2)C1 (stereo unspecified)	-2	12	-3	-8	-2	0	-14	-2	15	1	-10
COc1cc2c(cc1OC)CN(c1ccc(F)cc1[N+](=O)[O-])CC2	-34	-20	-9	-29	-4	-7	-55	-50	-30	-40	-7
Clc1cccc(-c2ccc(C3Nc4cccc5cccc(c45)N3)o2)c1	-7	.	-2	-1	-9	2	.	-17	4	10	-1
CC(=O)Nc1ccc(C(C#N)c2ccccc2)cc1 (stereo unspecified)	4	-1	1	-22	-4	-4	4	4	8	13	-3
O=S(=O)(c1cccc2nsnc12)N1CCN(c2ncccn2)CC1	-20	-3	-10	2	-2	7	-10	17	4	11	21
Cc1[nH]c(=O)c(C(=O)/C=C/c2ccccc2)c2c1CCCC2	52*	21	0	60	5	12	49	65*	71	84*	13
Brc1ccc(C2=Nn3cnnc3SC2)cc1	-10	-4	1	19	-6	1	-17	17	10	5	-8
COC(=O)C1(c2ccccc2)NC(c2cccs2)C2C(=O)N(c3ccccc3)C(=O)C21 (stereo unspecified)	-7	1	-1	-2	-6	-13	-14	17	-8	-7	-6
COc1ccc(NC(=O)c2cc([N+](=O)[O-])ccc2N2CCCCC2)cc1OC	6	-6	-4	3	3	7	-4	-20	11	-12	-7
Cc1nc(-c2ccccc2)sc1-c1nc(-c2ccncc2)ncc1S(=O)(=O)c1ccccc1	-9	10	0	-22	1	-5	10	15	3	-5	8
Cn1nnnc1SCCOc1ccc(C#N)cc1	-24	1	5	-13	4	-1	7	-19	-1	8	-8

Random excerpt: 5 compounds from above.
SMILES	TROY signal inh	COUP-TFII inh	NOD2 RIPK2 PPI	NCOA1 inh	TLR9-MyD88 inh	EBV LMP1 NFkB	NCOA2 inhibitor	SRC3 inh	NR5A2 inv ag	TWEAK-Fn14 inh	TRAIL sens C8
COc1ccc(NC(=O)Nc2nc3ccccc3s2)cc1	-26	-37	-16	-112	-3	-32	-69	-59	-133	-22	9
CNC(=O)N(O)C1N(C)C(=O)N(Cc2ccccc2)C1(C)C (stereo unspecified)	-23	-11	-1	5	-5	-2	2	2	4	-2	-3
OC(C#Cc1ccccn1)c1cccs1 (stereo unspecified)	20	-16	4	-45	-2	9	-31	-29	-4	-10	2
C/C(=N\NC(=O)CCC(=O)Nc1ccccc1)c1cccs1	-1	-8	3	-19	-15	7	-27	0	-6	-26	-12
COc1ccc(OCCCC(=O)Nc2cc(S(=O)(=O)N3CCCCC3)ccc2OC)cc1	-9	0	-3	-4	-9	-3	8	-16	15	1	-13
